Screens from PubChem BioAssay.
HCT116 bCat-KO: beta-catenin-lacking colon tumor cell growth suppression; AID 818; viability, % at 10 µM; 1.5% of 140,000 active; HCT116 beta-catenin knockout viability, CellTiter-Glo, 60 h; active compounds read low;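 active means viability at or under a set limit, the compound median less 4 SD, cut at about 6% in these data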;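 further: 0% = Hyamine 1622 control at 20 µM and 100% = untreated cell control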
NPY-Y2 antag: blocks the human neuropeptide Y Y2 receptor; P49146; NPY-Y2 expressing cells, antagonist mode; inhibition, % at 2.7 µM; 0.99% of 140,000 active; AID 793; in the data active means inhibition above about 17%;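 further: 0% = vehicle with agonist challenge and 100% = reference antagonist with challenge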
Target sequence (P49146 whole entry, looked up): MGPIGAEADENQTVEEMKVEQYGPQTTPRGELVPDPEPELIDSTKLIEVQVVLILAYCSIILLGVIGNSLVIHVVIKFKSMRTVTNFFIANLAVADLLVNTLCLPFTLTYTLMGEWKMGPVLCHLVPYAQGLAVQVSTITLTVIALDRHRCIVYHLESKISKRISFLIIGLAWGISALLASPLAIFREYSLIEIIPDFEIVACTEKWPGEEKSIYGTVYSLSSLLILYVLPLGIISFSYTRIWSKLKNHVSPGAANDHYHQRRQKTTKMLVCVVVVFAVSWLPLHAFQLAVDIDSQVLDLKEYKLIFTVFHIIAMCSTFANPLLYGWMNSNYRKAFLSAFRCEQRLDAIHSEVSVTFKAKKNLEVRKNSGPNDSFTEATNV
E-sel TNF inh: blocks E-selectin expression induced by TNF alpha. 0.71% of 120,000 active. AID 1246. inhibition, % at 2 µM. HUVEC TNFa-induced E-selectin immunofluorescence, high content;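 active means inhibition above the batch mean plus 3 SD, and confirmed as a hit on visual image review, cut at about 43% in these data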;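 further: 0% = TNF-stimulated DMSO wells and 100% = unstimulated control wells; not every result past the cut was called active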
GALR2 blocker: GALR2 (human) receptor antagonism; O43603; GALR2-expressing cells, antagonist mode; inhibition, % at 4 µM; 0.39% of 140,000 active; AID 828; in the data active means inhibition above about 27%;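 further: cells stimulated with galanin 1-16 at roughly its EC80; 0% = agonist challenge control and 100% = basal control without agonist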
Target sequence (O43603 whole entry, looked up): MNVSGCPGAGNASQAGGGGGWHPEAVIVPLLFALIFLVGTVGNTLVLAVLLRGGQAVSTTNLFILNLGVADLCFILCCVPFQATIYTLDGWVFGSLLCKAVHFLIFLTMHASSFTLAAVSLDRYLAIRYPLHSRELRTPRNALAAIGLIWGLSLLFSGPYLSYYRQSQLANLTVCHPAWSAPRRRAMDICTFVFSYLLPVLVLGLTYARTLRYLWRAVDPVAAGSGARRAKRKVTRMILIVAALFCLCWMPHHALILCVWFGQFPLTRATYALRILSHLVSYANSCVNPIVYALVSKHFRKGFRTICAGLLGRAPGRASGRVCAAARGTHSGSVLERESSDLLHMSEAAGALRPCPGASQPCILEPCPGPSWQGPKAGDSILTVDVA
Measles CPE: protection of cells from measles virus; protection (pct of control), % at 4 µM; Measles virus-infected cells, CPE protection, absorbance; 1.5% of 140,000 active; AID 841; in the data active means protection mostly above about 24%, no sharp cut-off; inactive means mostly below about 26%; further: some compounds called inactive have numbers as strong as hits
Yeast growth inh: reduces growth of yeast BB579 in restrictive medium; S. cerevisiae BB579 growth, OD615, 48 h; inhibition, % at 10 µM; 0.51% of 140,000 active; AID 804;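 active means inhibition above a set limit, 3 SD over the mean compound inhibition, cut at about 44% in these data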; further: inactives centre near -24
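Test system: DeaD yeast strain BB579 / Buffer or medium: restrictive glucose-based CSMM-D medium / Doses: single 10 µM dose / Schedule: 4 h cell preincubation, 48 h compound exposure, 30 °C humidified / Technique: culture absorbance at 615 nm / Controls: amphotericin B positive control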
Yeast life ext: yeast lifespan extension | S. cerevisiae growth with nicotinamide, OD615; deaD strain in restrictive glucose medium | inhibition of the nicotinamide effect, % at 10 µM | 0.68% of 130,000 active;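 active means inhibition above a set limit, placed 3 SD over the median of all compounds, cut at about 26% in these data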;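 further: 0% = nicotinamide-treated wells and 100% = cells grown without nicotinamide; some compounds called inactive have numbers as strong as hits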
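assay system = DeaD-strain S. cerevisiae | buffer or medium = restrictive glucose medium | reagent = 1.5 mM nicotinamide | compound = 10 µM single point, 0.25% DMSO | incubation = 48 h compound exposure at 30 °C, humidified | signal = OD615 measurement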
HCT116 PTEN-null: growth suppressors of cells with PTEN tumor suppressor deletion | HCT116 PTEN-null viability, CellTiter-Glo, 60 h; active compounds read low | viability, % at 10 µM | 1.2% of 140,000 active;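 active means viability at or below a set limit, 4 SD under the median of all tested compounds, cut at about 3.7% in these data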;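 further: PTEN knockout HCT116 line with beta catenin targeted HCT116 as companion control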
Phagocytosis inh: blocks phagocytosis by macrophages; 0.07% of 110,000 active; inhibition, % at 5 µM; J774A.1 macrophage IgG-bead phagocytosis, imaging;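 active means inhibition above the mean of the plate negative controls plus 5 SD, cut at about 13% in these data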;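 further: phagocytic index as fraction of beads internalized from green versus red external bead signal; plate controls were DMSO negative control for no effect and cytochalasin-D positive control for full effect; some results beyond the cut were filed as inactive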
MRP1 act: activates MRP-1; H69AR cells + doxorubicin, viability rescue, CellTiter-Glo; viability increase, % at 10 µM; 0.61% of 140,000 active; AID 799;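 active means viability gain under doxorubicin at or above a set limit, the compound median plus 3 SD, cut at about 4.7% in these data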;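 further: MRP-1 overexpressing cells given doxorubicin 25 µM after compound pretreatment; 18-22 h compound pretreatment then 72 h with doxorubicin before readout; 0% = doxorubicin-only wells and 100% = vehicle-treated cells without doxorubicin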
Starred values were filed as active, the others as inactive; / = not tested or not shown.

SMILES	HCT116 bCat-KO	NPY-Y2 antag	E-sel TNF inh	GALR2 blocker	Measles CPE	Yeast growth inh	Yeast life ext	HCT116 PTEN-null	Phagocytosis inh	MRP1 act
COc1cccc(-n2c(SCC(=O)NC3CCCCC3)nc3n[nH]c(C)c3c2=N)c1	26	2	/	-4	1	-24	-6	26	0	-5.5
O=c1ccc(/C=C/c2ccccc2)nn1Cc1ccccc1	43	11	5	-3	2	-36	-11	57	0	0.9
CCOc1ccc(N(CC(=O)NCCSc2ccccn2)S(C)(=O)=O)cc1	80	-1	28	7	5	-26	14	90	/	-3.4
CCCOC(=O)c1ccc(NC(=O)c2cn(CC)c3nc(C)ccc3c2=O)cc1	95	1	38	-4	7	-8	8	103	-2	-0.4
CCN1CCc2c(sc(N)c2C(N)=O)C1	83	2	-17	4	15	-14	-13	94	/	-1.7
Cc1ccc(C(c2nnnn2Cc2cccs2)N2CCN(C(=O)c3ccco3)CC2)cc1 (centres undefined)	83	-1	/	-8	21	-63	0	77	-2	-0.8
Fc1ccccc1CNc1ccc(Cl)c(Cl)c1	75	4	6	3	7	-40	-27	91	3	-1.7
COC(=O)c1[nH]c2ccc(C)cc2c1NC(=O)CN1CCC(C)CC1	81	3	0	2	2	32	-23	76	3	-1.9
Cc1cc(/C=N/NC(=O)c2cccc([N+](=O)[O-])c2)c(C)n1-c1ccc(Cl)cc1Cl	85	4	-28	0	36	-40	-32	77	4	-1.9
COc1ccc(CNC(=O)C2CCCN(S(=O)(=O)c3cnc[nH]3)C2)cc1 (centres undefined)	99	0	-24	-16	15	-25	-7	99	0	-0.6
CCN1C(=O)C(O)(C2COC(C)(C)CC2=O)c2ccccc21 (centres undefined)	54	0	1	-9	8	-43	-5	59	/	-1.0
O=C(Cc1ccc(S(=O)(=O)N2CCCC2)s1)Nc1nc2c(s1)CCCC2	83	0	-11	-3	18	-85	-7	89	-1	-1.7
Nn1c(SCC(=O)Nc2ccc3c(c2)OCCO3)nnc1-c1ccccn1	102	-2	-4	-2	10	-14	32	105	-2	-3.3
COc1ccc(NC(=O)CSc2nnc(-c3ccoc3C)n2CC2CCCO2)cc1 (centres undefined)	96	3	-3	10	4	-8	/	96	/	-0.7
NC(N)=N/N=C/c1c(Cl)cccc1Cl	73	3	/	0	21	-9	5	78	/	-2.3
S=c1[nH]nc(COc2ccc(Cl)cc2)o1	98	8	/	0	26	-10	1	91	-2	4.9*
S=C1NCCc2ccc(Cl)cc2C1c1ccccc1Cl (centres undefined)	86	1	-24	5	3	24	/	96	/	-4.4
COc1cc(/C=C/C(=O)OCC(=O)Nc2cc(S(=O)(=O)N3CCCCC3)ccc2C)ccc1O	79	4	/	10	5	-51	0	76	/	-2.4
Cc1ccc(C)n1-n1c(C)nc2sc3c(c2c1=O)CCCCC3	68	3	/	10	3	-63	5	71	-6	-2.0
COc1ccc(N2CCN(C(CNC(=O)C3CCCCC3)c3cccnc3)CC2)cc1 (centres undefined)	95	-1	/	-13	22	-40	-25	90	/	-1.4
O=C(Nc1nc(-c2ccc3c(c2)OCO3)cs1)c1ccncc1	23	1	/	18	15	-80	-12	35	-1	0.4
O=C(CNC(=O)c1ccccc1)NC1(C(=O)NC2CCCC2)CCCCC1	91	1	/	-5	5	-15	-3	95	-2	-1.1
Cc1onc(-c2ccccc2)c1C(=O)Nc1cc(C(F)(F)F)ccc1N1CCOCC1	13	5	32	-9	2	-45	-19	13	2	-4.1
CC1=C(C(N)=O)C(c2ccccc2)n2nc(-c3ccncc3)nc2N1 (centres undefined)	90	1	-3	13	7	-24	-19	99	/	-1.9
COC(=O)C1=C(NC(=O)C2CCCCC2)CCS1	89	1	-2	-10	2	-8	3	88	-11	-0.5
COc1ccc2c(c1)-c1nc(/N=C/c3ccccc3O)sc1CC2	93	3	-29	-4	21	-16	-5	100	-9	-1.2
COCCn1c(CN2CC(C)CC(C)C2)nc2c1c(=O)n(C)c(=O)n2C (centres undefined)	99	5	/	-2	8	-34	-2	106	5	-1.6
COc1ccc(S(=O)(=O)N2CCc3ccccc32)cc1C(=O)OCc1nnc(-c2ccccc2)o1	97	2	/	-1	6	-36	9	97	0	-3.8
CC(=O)Nc1ccc(C#Cc2ccc(NC(C)=O)cc2)cc1	85	-1	-18	0	20	-27	-4	79	3	-1.3
COc1cccc(NC(=O)Nc2cccs2)c1	86	4	19	-1	3	-7	/	86	/	-1.0
CCCc1nnc(NC(=O)CCC(=O)N2CCCCC2CC)s1 (centres undefined)	98	4	/	4	3	-12	-9	97	0	-1.8
Cc1cc(C)nc(SCc2cc(=O)c(OC(=O)c3ccc(S(=O)(=O)N4CCCC4)cc3)co2)n1	96	-1	15	1	16	-63	0	95	4	-2.0
O=C(CSc1nc2ccccc2c(=O)n1-c1ccccc1)N1CCc2ccccc2C1	72	9	4	6	8	-40	5	67	-10	-2.4
CCOc1ccc(CC(=O)N2N=C(C)CC2(O)C(F)(F)F)cc1 (centres undefined)	94	0	-1	-10	22	-23	-1	93	1	-2.2
Cc1cccc(C(=O)N(NC(=O)Oc2ccccc2)C(C)(C)C)c1	90	5	/	1	39	-24	2	92	5	-1.3
Cc1ccc(-c2nnc(SCC(=O)O)n2N)cc1	89	1	/	1	4	13	7	89	-4	-2.7
COCCn1c(COc2ccc(C)cc2)nc2ccccc21	71	1	/	4	6	-39	-17	70	/	0.5
Cc1cc2n(c(=O)c1C#N)CCCN2c1ccccc1	105	1	-10	0	17	-25	/	106	/	-2.2
CCC(=O)OCCNc1cc(Sc2nccn2C)c2nonc2c1[N+](=O)[O-]	1.6*	9	/	2	2	-29	7	1.7*	-9	-6.5
CCN(CC)CCNc1ccc(CO)c2sc3ccccc3c(=O)c12	1.9*	6	/	6	6	-42	4	1.9*	/	-4.1
CCOC(=O)C1C(c2cccc(F)c2)NC(=S)NC1(O)C(F)(F)F (centres undefined)	98	4	-2	-6	11	-5	-3	98	-7	-0.9
CCOC(=O)Cn1cc(-c2ccccc2)nn1	100	3	-11	3	4	3	-19	108	0	0.0
CCOC(=O)c1c(NC(=O)CC2SC(N)=NC2=O)sc2c1CCCC2 (centres undefined)	106	-3	37	-10	7	-28	-12	85	/	-4.3
CCC1=Nc2cc(C(=O)NCc3ccco3)ccc2Sc2ccccc21	17	5	/	-12	14	-40	2	19	2	-4.1
CCOC(=O)c1ccc(NC(=O)CNS(=O)(=O)c2ccccc2)cc1	101	0	-5	5	23	-41	/	93	/	1.1
O=C(COc1ccc(C(=O)c2ccccc2)cc1)NCC(=O)Nc1ccccc1Br	65	7	14	11	39	-10	-5	57	-3	-4.4
CCOc1ccc(N(CC(=O)N2CCN(c3ccccc3)CC2)S(=O)(=O)c2c(C)noc2C)cc1	78	2	-1	-4	11	-26	-7	86	0	-1.3
O=C(Cn1nnc(-c2ccncc2)n1)N(C1CCCCC1)C1CCCCC1	75	-1	/	-7	11	-56	-10	73	0	-1.5
CCOC(=O)Cn1nc(/C=C/c2ccc(C(C)C)cc2)ccc1=O	77	2	3	-3	5	-1	-23	79	/	-0.7
CC(C)C1Cc2c(C#N)c(N)n(C)c(=S)c2CO1 (centres undefined)	94	2	/	-4	2	-14	-16	85	-3	-1.4
CCn1c(SCC(=O)N/N=C/c2ccc(C)o2)nnc1-c1ccc(C)cc1	92	8	/	16	8	-15	-4	102	-9	1.1
CCOC(=O)/C(C#N)=C1/SC(CC)C(=O)N1c1ccc(Br)cc1 (centres undefined)	98	1	-4	8	15	-26	-14	89	-1	-0.5
CCN(CC)c1ccc(/C=N/N2C(=O)c3ccccc3C2=O)c(O)c1	88	4	-1	0	2	-16	2	97	3	-0.3
O=C1C(Cl)=C(N2CCOCC2)C(=O)N1c1ccccc1Cl	97	3	/	2	/	-7	-6	91	0	-1.3
CCOc1ccc(Br)cc1S(=O)(=O)Nc1cccc(S(=O)(=O)N(C)c2ccccc2)c1	89	-1	/	-11	6	-32	3	83	-8	0.4
CCCC(=O)Nc1sc(C)c(-c2ccc(OC)cc2)c1C#N	88	1	/	-6	6	-20	-7	101	1	-0.3
Cc1ccnc(N/C=C(/NC(=O)c2ccccc2)C(=O)N/N=C\c2ccc(F)cc2)n1	80	2	/	-5	5	-39	2	87	0	-1.1
CCCCn1nc2cc(C(=O)NCc3ccc(OC)cc3)ccc2c1OCC	98	0	35	10	1	4	-31	97	/	-2.7
COCCCNC(=O)c1cc(OC)c(OC)c(OC)c1	93	-1	-6	6	1	-42	-9	92	1	-0.2
CCOC(=O)c1c(C)n(C)c2ccc(OC(=O)c3ccc([N+](=O)[O-])cc3)cc12	101	1	/	8	9	-37	0	93	6	0.6

Continued.
SMILES	HCT116 bCat-KO	NPY-Y2 antag	E-sel TNF inh	GALR2 blocker	Measles CPE	Yeast growth inh	Yeast life ext	HCT116 PTEN-null	Phagocytosis inh	MRP1 act
Cn1c(=O)[nH]c(=O)c2c1nc(N1CCN(Cc3ccccc3)CC1)n2CCSc1ncccn1	95	1	-1	-4	9	-34	0	95	0	-3.2
Cc1cccn2c(=O)c(/C=C(\C#N)S(=O)(=O)c3ccc(Cl)cc3)c(N3CCC(C(N)=O)CC3)nc12	87	2	2	-10	4	-53	-2	94	-1	-3.5
CC1CCCN(c2ccc([N+](=O)[O-])cc2C(=O)c2ccccc2)C1 (centres undefined)	12	10	-9	8	10	-27	16	12	-7	-4.0
Cc1occc1C(=O)NCCc1cccc(Cl)c1	88	2	47	0	2	-21	-10	74	1	1.0
Cc1c(C)c2cc(Cl)c(O)c(CN3CCCC(C)C3)c2oc1=O (centres undefined)	92	7	3	-1	16	-61	2	97	2	-2.8
Cc1oc2nc(SCC(=O)Nc3ccc(S(N)(=O)=O)cc3)nc(NC(=O)c3ccccc3)c2c1C	71	-1	/	-14	17	-69	-7	69	-1	-1.2
CC(C)=CCC/C(C)=C/C=N/NC(=O)c1ccccc1[N+](=O)[O-]	97	3	-36	-14	3	-22	-1	97	0	-4.2
COc1cc2oc3ccccc3c2cc1N(CC(=O)N(C)C)S(=O)(=O)c1ccccc1	85	1	-25	-4	11	-54	-21	77	0	-4.2
COc1ccc(/C(N)=N/OC(=O)c2cccc([N+](=O)[O-])c2C)cc1OC	59	2	11	-12	11	-53	-11	56	0	-1.0
O=C(CCCC(=O)N(c1ccc2c(c1)OCCO2)C(C(=O)NC1CCCCC1)c1ccc(Cl)cc1)Nc1ccccn1 (centres undefined)	57	6	-15	-2	10	-38	-7	75	0	-0.5

An excerpt of these results, bar-delimited:
mol | HCT116 bCat-KO | NPY-Y2 antag | E-sel TNF inh | GALR2 blocker | Measles CPE | Yeast growth inh | Yeast life ext | HCT116 PTEN-null | Phagocytosis inh | MRP1 act
Cc1cccn2c(=O)c(/C=C(\C#N)S(=O)(=O)c3ccc(Cl)cc3)c(N3CCC(C(N)=O)CC3)nc12 | 87 | 2 | 2 | -10 | 4 | -53 | -2 | 94 | -1 | -3.5
CC1CCCN(c2ccc([N+](=O)[O-])cc2C(=O)c2ccccc2)C1 (centres undefined) | 12 | 10 | -9 | 8 | 10 | -27 | 16 | 12 | -7 | -4.0
Cc1occc1C(=O)NCCc1cccc(Cl)c1 | 88 | 2 | 47 | 0 | 2 | -21 | -10 | 74 | 1 | 1.0
